# Screening results from PubChem BioAssay.
# MC4R barr agon: activates human MC4R beta-arrestin recruitment | P32245 | U2OS MC4R beta-arrestin complementation, luminescence; percent of melanotan II response, DMSO zero | activation, % at 8.9 µM | hit rate 0.98% among 360,000 | AID 540308;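 active = activation above a per-plate cutoff, the mean activation of sample wells on that plate plus 3 SD, cut at about 8% in these data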
# ABHD5 PLIN5 PPI: inhibitors of human ABHD5-perilipin-5 interaction; Q00G26+Q8WTS1; Split G. princeps luciferase complementation, luminescence, 4 h; inhibition, % at 4 µM; hit rate 0.78% among 360,000;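 active = inhibition above the mean inhibition across every tested compound plus 3 SD, cut at about 22% in these data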;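 note: 0% = DMSO only wells and the 100% control is not disclosed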
# MC4R antagonist: antagonists of human melanocortin 4 receptor (MC4R); P32245; MC4R-expressing cells, MTII-stimulated cAMP, LANCE TR-FRET; inhibition, % at 6.5 µM; hit rate 0.48% among 360,000;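 active = inhibition above its plate's cutoff, the mean of tested wells on that plate plus 3 SD, cut at about 29% in these data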;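 note: 0% = Melanotan II alone and 100% = Melanotan II plus saturating MCL0020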
#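 System: U2OS cells stably expressing human melanocortin 4 receptor (MC4R). Reagent: Melanotan II challenge after compound preincubation. Doses: 6.5 µM. Times: 30-min compound, 1-h challenge, 1-h detection, room temperature. Measured by: TR-FRET with Eu-cAMP and labeled anti-cAMP, 671 nm. Replicates: singlicate.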
# TLR9-MyD88 block: TLR9-MyD88 interaction inhibition | CHO BLA complementation TLR9-MyD88, CCF4 FRET ratio | inhibition, % at 4.98 µM | AID 504734 | Q9NR96+Q99836 | hit rate 0.21% among 340,000;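 active = inhibition above the mean over all tested compounds plus 3 SD, cut at about 21% in these data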;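 note: 0% = DMSO only wells and 100% = clavulanate BLA inhibitor control wells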
# ABCB6 inh 2: inhibitors of human ABC transporter ABCB6 | K562-ABCB6 porphyrin accumulation, flow cytometry, 1 h; stronger effect = lower value | fluorescence ratio to DMSO, % at 10 µM | hit rate 0.19% among 360,000;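 active = fluorescence ratio to DMSO below 75%, the collection mean minus 3 SD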;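 note: signal is porphyrin accumulated inside mitochondria; 100% equals median channel fluorescence of DMSO control wells; lower ratio means ABCB6 inhibition with less porphyrin fluorescence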
# Cardio protect: myocardial damage modulation in H9c2 cells | H9c2 cardiomyocytes, H2O2 injury protection, ATPLite, 2 h | protection from H2O2 cell death, % at 20 µM | hit rate 0.63% among 360,000;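 active = compounds giving at least 50% protection of heart cells from peroxide-induced death in the single-dose screen, raw or plate-pattern-corrected value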;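 note: 0% = DMSO wells with peroxide and 100% = DMSO wells without peroxide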
# N-glyco inh: N-linked glycosylation inhibition | D54 ERlucT glycosylation luciferase reporter, 24 h; percent of 100 nM tunicamycin response | reporter increase, % at 12.5 µM | hit rate 0.23% among 360,000 | AID 588692;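 active = mean luciferase reporter signal, scaled so untreated is 0 and the glycosylation-blocking control 100, at or above a set limit in every replicate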;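 note: luciferase carries N-glycosylation sites so blocking glycosylation raises the light; 0% = median of neutral control wells and 100% = median of 100 nM tunicamycin wells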
# HTR2A ag: mouse HTR2A agonism via beta-arrestin recruitment; P35363; CHO-K1 mHTR2A beta-arrestin complementation, luminescence; percent of 30 µM serotonin response; activation, % at 7.6 µM; hit rate 0.66% among 360,000; AID 624169;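 active = activation above a run cutoff, the mean activation of all tested compounds plus 3 SD, cut at about 14% in these data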;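 note: 0% = plate median of compound wells and 100% = 30 µM serotonin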
# NOD2 RIPK2 PPI: inhibitors of human NOD2-RIPK2 interaction. CHO BLA complementation NOD2-RIPK2, CCF4 ratio. hit rate 0.38% among 360,000. AID 624267. O43353. inhibition, % at 4.98 µM; in the data active = inhibition above about 21%;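 note: 0% = vehicle only and 100% = reference blocker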
# NCOA2 inhibitor: inhibits human steroid receptor coactivator 2; HEK293 GAL4-SRC2 luciferase reporter, luminescence; inhibition, % at 9 µM; hit rate 0.17% among 370,000; AID 651957;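 active = inhibition above the mean inhibition of all tested compounds plus 3 SD, set per campaign, cut at about 52% in these data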;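 note: 0% = DMSO treated cells and 100% = cells given Gossypol at 36 µM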
# Target sequence (Q15596 whole entry, looked up, the tested form may be a part): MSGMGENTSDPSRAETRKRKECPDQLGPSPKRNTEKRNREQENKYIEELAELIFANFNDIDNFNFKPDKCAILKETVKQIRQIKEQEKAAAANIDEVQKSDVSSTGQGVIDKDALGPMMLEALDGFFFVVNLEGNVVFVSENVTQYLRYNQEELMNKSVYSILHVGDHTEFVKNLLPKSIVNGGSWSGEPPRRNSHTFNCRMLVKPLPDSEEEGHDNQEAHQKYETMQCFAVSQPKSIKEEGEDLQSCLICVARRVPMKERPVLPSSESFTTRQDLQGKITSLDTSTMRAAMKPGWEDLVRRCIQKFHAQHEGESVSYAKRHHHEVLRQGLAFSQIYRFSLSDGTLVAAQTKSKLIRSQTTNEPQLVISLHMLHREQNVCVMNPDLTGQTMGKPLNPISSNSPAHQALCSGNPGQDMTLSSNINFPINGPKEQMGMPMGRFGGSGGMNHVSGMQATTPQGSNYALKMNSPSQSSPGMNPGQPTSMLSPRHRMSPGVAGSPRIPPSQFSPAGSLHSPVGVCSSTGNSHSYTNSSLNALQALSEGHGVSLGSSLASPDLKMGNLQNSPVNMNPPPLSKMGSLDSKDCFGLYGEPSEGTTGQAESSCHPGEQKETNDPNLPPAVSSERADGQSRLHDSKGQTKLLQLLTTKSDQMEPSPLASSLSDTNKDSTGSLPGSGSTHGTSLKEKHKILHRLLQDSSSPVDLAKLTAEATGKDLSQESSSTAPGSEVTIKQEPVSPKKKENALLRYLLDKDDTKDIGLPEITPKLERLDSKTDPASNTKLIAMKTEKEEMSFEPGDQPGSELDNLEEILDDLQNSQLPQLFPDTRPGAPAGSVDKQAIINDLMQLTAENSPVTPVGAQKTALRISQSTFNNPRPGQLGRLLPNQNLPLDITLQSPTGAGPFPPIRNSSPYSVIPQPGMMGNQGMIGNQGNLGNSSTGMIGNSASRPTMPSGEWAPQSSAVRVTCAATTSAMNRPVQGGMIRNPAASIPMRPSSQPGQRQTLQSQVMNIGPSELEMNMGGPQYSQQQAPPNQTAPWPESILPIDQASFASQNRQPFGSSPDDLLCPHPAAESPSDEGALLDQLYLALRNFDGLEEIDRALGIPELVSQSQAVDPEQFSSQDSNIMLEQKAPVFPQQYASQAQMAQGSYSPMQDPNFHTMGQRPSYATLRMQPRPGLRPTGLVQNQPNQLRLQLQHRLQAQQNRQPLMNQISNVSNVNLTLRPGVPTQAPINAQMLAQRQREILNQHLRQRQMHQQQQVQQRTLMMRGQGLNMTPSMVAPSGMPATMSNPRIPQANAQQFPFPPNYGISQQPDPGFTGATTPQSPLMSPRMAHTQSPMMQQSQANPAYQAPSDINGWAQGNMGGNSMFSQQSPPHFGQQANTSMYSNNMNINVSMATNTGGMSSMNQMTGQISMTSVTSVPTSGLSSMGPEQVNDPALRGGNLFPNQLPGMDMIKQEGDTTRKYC
# * marks the source's active call; other numbers are inactive results; . = not tested or not shown. A portion of the library; the hit share may differ from the screen's.
molecule	MC4R barr agon	ABHD5 PLIN5 PPI	MC4R antagonist	TLR9-MyD88 block	ABCB6 inh 2	Cardio protect	N-glyco inh	HTR2A ag	NOD2 RIPK2 PPI	NCOA2 inhibitor
CCN(CC)S(=O)(=O)c1cc(NC(=O)c2n[nH]c(=O)c3ccccc23)ccc1C	-3.6	-2	14	-3	102	5	0	2	-11	15
CC1=C(C(=O)OC(C)C)C(c2cn(-c3ccccc3)nc2-c2cccs2)NC(=O)N1 (centres undefined)	2.6	16	-5	-6	140	14	-5	1	5	9
c1ccc(OCc2nc(-c3cccs3)no2)cc1	-1.3	-5	13	-8	96	-9	-3	1	2	-45
O=S(=O)(NCc1cccnc1)c1ccc(Cl)nc1	1.8	6	0	1	105	9	-1	2	-4	-9
Cc1nnc(SCC(=O)Nc2ccc([N+](=O)[O-])cc2)n1CC1CCCO1 (centres undefined)	-0.8	2	11	-6	96	2	1	1	-7	3
O=C(CCCO)N/N=C/c1ccccc1[N+](=O)[O-]	0.6	1	4	-1	104	0	2	-3	-4	-7
CC(=O)c1cccc(NC(=O)c2ccc(-c3c(C)noc3C)c3ccoc23)c1	1.3	2	8	.	96	27	20	1	-4	-70
C[C@@H](C(=O)NCc1ccccc1)[C@@H]1C[C@@]1(C)[C@@H](NC(=O)OCc1ccccc1)c1ccccc1	1.1	-5	8	-7	103	-1	0	-4	-5	21
Cc1ccc(C(=O)NNc2nc3ccccc3nc2C(F)(F)F)cc1	2.2	-8	-6	-8	103	-4	0	-4	-4	2
Cc1ccc(-c2csc(NC(=O)CCNC(=O)c3ccc(Cl)cc3)n2)cc1	3.7	-8	-4	11	107	-2	0	3	10	-7
COc1nc(-c2ccccc2)c2cc(Br)ccc2n1	-1.3	2	8	-11	96	-3	-2	-1	2	15
COc1ccc(-n2c(SCC(=O)NCc3ccco3)nnc2-c2c[nH]c3ccccc23)cc1	-0.9	3	6	-1	82	4	-1	-5	-6	-13
O=C(CC(=O)NCc1ccc(Cl)cc1)NCc1ccccc1	-1.7	-10	2	2	95	8	-1	3	3	-7
CCOC=C1C(=O)N(C(C)=O)c2cc(OC)c(OC)cc21	-1.1	-1	-3	6	102	-2	0	-4	-6	8
CCCS(=O)(=O)NC(=O)C1(C)CCN(C(=O)c2ccnc(Cl)c2)C1 (centres undefined)	0.0	0	1	.	102	2	0	2	9	1
O=C(NCCc1ccc(Cl)cc1)c1cccc(N2CCCC2=O)c1	-2.5	1	3	-9	93	-1	-2	4	-8	.
CN1C(=O)N(CC(=O)N2CCN(S(=O)(=O)c3ccc(Cl)s3)CC2)C(=O)C12CCCCC2	-1.4	0	-2	0	89	-8	2	1	-15	10
O=C(NN1CCCCC1)c1cccc(COc2ccc(Cl)cc2)c1	0.0	0	6	8	96	-5	-2	-5	-2	-47
CCCn1c(SCC(=O)NC2CCCCC2)nnc1-c1cccnc1	-1.8	-7	10	8	99	-2	0	2	-10	-8
Fc1ccccc1Cc1noc(CN2CCN(Cc3ccc4c(c3)OCO4)CC2)n1	4.3	-5	14	-5	93	-5	2	-3	-4	6
O=C(Cn1c(-c2ccccn2)nc2ccccc21)N/N=C/c1ccccn1	6.6	15	-7	5	98	18	-2	0	-3	-22
CC1C(c2ccccc2)=[N+]([O-])C2(CCCC2)N1O (centres undefined)	-2.6	2	3	9	89	8	0	-1	7	-18
c1ccc(-c2cc3nc(NCc4ccc5c(c4)OCO5)ccn3n2)cc1	4.4	3	1	.	96	-2	3	-8	11	-27
CCOC(=O)N1CCN(c2c(NCc3ccccc3OC)c(=O)c2=O)CC1	-1.1	1	1	-4	99	2	2	-1	-1	-14
COc1cccc(NC(=O)Nc2ccccc2C(N)=O)c1	-1.0	-2	-2	-7	96	-1	1	-1	-6	-3
O=C(O)C(=O)/C(=C\c1cccc(Cl)c1)c1ccc2ccccc2n1	-3.0	-1	17	4	101	-3	-2	3	11	-42
CCOCCCNC(=O)C(c1ccc(OC)cc1)N(Cc1cccs1)C(=O)c1ccccc1O (centres undefined)	-0.7	-1	-4	4	126	15	0	0	1	-13
O=C(O)Cc1ccc(-c2ccccc2-c2ccccc2)cc1	0.3	0	2	-16	93	-8	4	1	4	-31
O=C(CNC(=O)C1COc2ccccc2O1)Nc1ccc(F)c(F)c1 (centres undefined)	1.8	5	-1	-7	108	3	1	-1	-2	14
CC1NC(=O)NC1CCCCCC(=O)Nc1ccc(F)cc1 (centres undefined)	0.4	0	11	-8	91	2	2	3	-8	1
COc1ccccc1NC(=O)Nc1ccc(-n2ccc(C(F)(F)F)n2)cc1	2.2	0	7	12	90	-8	-5	-3	-3	-41
O=C1C(C=NCc2ccncc2)=C(O)c2ccccc21	4.5	-6	-5	-4	101	6	1	6	-43	-36
O=C1c2cccc3cccc(c23)C(=O)N1CCCn1ccnc1	-2.2	2	14	.	96	2	5	0	6	18
CCC(C)NC(=O)[C@H](CSCc1ccccc1)N1Cc2ccccc2C1=O (some centres undefined)	0.9	4	2	3	91	15	-1	-4	-4	6
CN(C)S(=O)(=O)c1cccc(NC(=O)CO/N=C(\N)c2ccccc2)c1	2.1	2	5	-3	99	4	0	-6	-6	-10
OCCN(Cc1ccccc1)Cc1cccc(C(F)(F)F)c1	2.3	2	-2	-5	98	-7	-1	-7	-12	-14
O=C(COC(=O)CCc1c[nH]c2ccccc12)Nc1cccc(Cl)c1	0.4	-1	4	0	97	9	2	-6	7	29
O=C(CCN1C(=O)c2ccccc2C1=O)N1CCN(C2c3ccccc3-c3ccccc32)CC1	-1.7	-5	4	-9	101	3	-2	-1	2	8
Cc1ccc([N+](=O)[O-])cc1NC(=S)NC(=O)c1cccs1	0.4	6	-2	2	94	-3	1	1	-14	28
CN(C(=O)COC(=O)c1cc(NS(=O)(=O)c2cc([N+](=O)[O-])ccc2Cl)ccc1O)C1CCCCC1	-1.2	2	5	9	103	-4	0	0	-6	-10
COC(=O)CN(c1ccc(OC)cc1OC)S(=O)(=O)c1ccccc1[N+](=O)[O-]	-2.2	0	-2	3	99	10	1	-1	-13	1
c1cncc(CNc2nc(-c3cccnc3)nc3ccccc23)c1	-0.5	4	-3	-2	94	14	2	-9	-14	-4
O=[N+]([O-])c1cc(S(=O)(=O)C(F)(F)F)ccc1N1CCN(c2ccccc2)CC1	-0.8	-9	5	5	99	-6	-4	-5	-2	3
CC(/C=N/NC(=O)c1cccs1)=C\c1ccccc1	16*	-2	-15	0	98	-20	-12	1	3	-87
O=C(COC(=O)C1CCCCC1)Nc1cccc(F)c1	-1.1	8	4	4	89	-8	5	0	-13	-12
CCOC(=O)C(CCCCOc1cccc(CC)c1)C(=O)OCC	-0.8	-3	-3	-3	79	-8	0	-1	-2	-4
CCOC(=O)C1CCCN(C(=O)COC(=O)c2ccc(C#N)cc2)C1 (centres undefined)	-2.9	2	11	-7	96	6	4	-2	-7	-11
COc1ccc(C(CNC(=O)c2cc3ccccc3cc2OC)N2CCCC2)cc1 (centres undefined)	3.4	4	3	-13	96	3	-6	-6	0	-2
CCOc1ccccc1NC(=O)c1ccc2c(c1)C(=O)N(C(C)(C)C)C2=O	0.3	-3	-3	-3	94	10	1	11	-13	-9
S=c1nc[nH]c2c1ncn2-c1ccccc1	-0.3	6	10	3	104	-2	1	-3	6	0
O=C(Cn1nnc2ccccc2c1=O)N[C@@H](Cc1c[nH]c2ccccc12)C(=O)O	-0.6	0	10	0	98	2	1	2	-15	-10
CCN1CCN(CCn2c(=S)[nH]c3ccccc3c2=O)CC1	-0.4	2	2	5	105	13	-1	-2	2	1
COc1ccccc1C(=O)Oc1cc(C)[nH]c(=O)c1[N+](=O)[O-]	-0.2	0	-4	2	96	0	3	4	-8	-5
CCOC(=O)COn1c(=O)c(-c2ccc(Cl)cc2)[n+]([O-])c2ccccc21	1.8	2	9	-6	101	-3	1	-2	6	-16
O=C(CSc1nnc(CCCN2C(=O)c3cccc4cccc(c34)C2=O)n1-c1ccccc1)NCCCO	-1.1	4	4	-5	98	4	1	0	-7	4
NC(=O)C1CCN(C(=O)c2ccc(F)c(S(=O)(=O)N3CCOCC3)c2)CC1	-0.6	-3	10	-2	100	-2	3	-3	1	-8
O=C1CC(c2ccccc2)CC(O)=C1C=Nc1ccccc1 (centres undefined)	-0.5	-2	-4	.	100	4	0	1	1	5
C[C@@H]1CN([C@H](C)CO)C(=O)c2cc(/C=C/c3ccccc3)cnc2O[C@H]1CN(C)C(=O)NC1CCCCC1	-0.9	4	6	-3	98	12	-4	0	1	-19
CC1=C(C(=O)Nc2ccccc2)C2(CCCCC2)C(C(N)=O)C(=S)N1 (centres undefined)	0.1	-1	5	6	97	2	-2	-1	-4	13
Cc1c(C)n(CCN(C)C)c2ncnc(NCc3ccccc3)c12	-0.8	11	7	3	100	6	2	-14	-17	-15

# Next results.
molecule	MC4R barr agon	ABHD5 PLIN5 PPI	MC4R antagonist	TLR9-MyD88 block	ABCB6 inh 2	Cardio protect	N-glyco inh	HTR2A ag	NOD2 RIPK2 PPI	NCOA2 inhibitor
CC(=O)NC(=S)Nc1ccc2oc(-c3cc(F)c(F)cc3Cl)nc2c1	-0.6	5	17	-1	102	-17	-9	6	0	0
Cc1ccc(S(=O)(=O)NNC2=NS(=O)(=O)c3ccccc32)c(C)c1	-1.5	-3	0	-5	101	1	1	2	-10	-10
COc1ccc(NC(=O)CN(C)S(=O)(=O)c2cccs2)cc1	-2.0	2	2	10	99	-6	0	14	-3	-18
CN(Cc1ccccc1)C(=O)CN1C(=O)c2ccccc2C1=O	-0.1	1	13	-1	100	1	3	1	-2	4
CC(C)n1c(SCc2cc(=O)[nH]c3ccccc23)nc2c1c(=O)n(C)c(=O)n2C	-0.8	0	-9	-3	99	19	3	2	-7	2
CCN(C[C@H]1N[C@@](C)(C(=O)OC)[C@H]2C(=O)N(C)C(=O)[C@@H]12)S(=O)(=O)c1ccc(OC(F)(F)F)cc1	-0.9	-5	8	-3	90	4	3	2	6	9
CC(NCC1(N2CCOCC2)CCCCC1)C(=O)N1CCc2ccccc21 (centres undefined)	-1.8	-8	1	1	101	-10	-2	-3	-8	13
CN(C)C(CNC(=O)c1sc2ccccc2c1Cl)c1ccco1 (centres undefined)	-1.5	-4	10	-1	99	7	-5	-2	-11	-51
CCOc1ncccc1C(=O)OCC(=O)N(CC)c1ccccc1	0.8	0	5	-6	100	4	0	-3	-1	-2
